All columns: NCI-60 one-dose screen, growth in % after 48 h at 10 µM unless noted; 100 = growth as untreated, 0 = no growth, -100 = all killed.
SF-268 = SF-268 CNS cancer cells; actives 3.1% (n = 82,000); AID 1794759
NCI-H23 = NCI-H23 lung cancer; actives 4% (n = 80,000); AID 1794731
SF-539 = SF-539 CNS cancer. actives 6.8% (n = 81,000). AID 1794752
A498 = A498 renal cancer cells; actives 5.4% (n = 76,000)
SF-295 = SF-295 CNS cancer cells. actives 5.6% (n = 79,000). AID 1794758
SNB-19 = SNB-19 CNS cancer cells; AID 1794751; actives 2.5% (n = 81,000)
SNB-75 = SNB-75 CNS cancer; actives 5% (n = 79,000)
U251 = U251 CNS tumor cells. actives 5.4% (n = 80,000)
CAKI-1 = CAKI-1 renal cancer | actives 4.7% (n = 75,000) | AID 1794772
Numbers without * were called inactive; . = no result given; & = joins results of further samples; ! = not active in a repeat; [ ] = another dose, or the depositor's remark. Rule for the calls: active = growth percent below 10; inactive = the rest.

no.	SMILES	SNB-75	U251	NCI-H23	SF-295	SNB-19	SF-539	A498	CAKI-1	SF-268
1	CC(O)C(O)C(N)CC=O (stereo not given)	99	94	104	91	108	97	105	97	107
2	Nc1ccc(C2(c3ccccc3)Nc3ccccc3S2)cc1 (stereo not given)	84	87	86	91	96	97	.	82	94
3	O=C(O)C1CCC(=O)N1C(=O)OCc1ccccc1 (stereo not given)	81	102	94	106	98	97	123	83	111
4	C#Cc1nc(C(=O)NCCC(=O)Nc2ccc(NC(=O)c3ccc(/C=C/C(=O)c4nccn4C)cc3)cc2)cs1	57	3.4*	33	56	35	-89*	90	39	33
5	O=C(CSc1nc2sc3c(c2c(=O)n1Cc1ccccc1)CCCC3)Nc1ccc(Cl)cc1	77	100	92	90	102	92	.	87	97
6	O=C1c2nccnc2C(=O)N1c1c(Cl)cc(Cl)cc1Cl	83	107	99	102	102	109	121	92	108
7	COc1cc(C2CC(c3ccc(Oc4ccc(Cl)cc4)cc3)=NN2c2nc(-c3ccc(Cl)cc3)c(C#N)c(N3CCOCC3)n2)cc(OC)c1OC (stereo not given)	78	102	.	107	102	96	114	79	104
8	CC[C@H](c1ccc(F)cc1)[C@@H](CC)c1ccc(O)c(O)c1	86	91	90	104	.	101	107	93	92
9	O=c1[nH]c2ccccc2cc1CNc1ccc(Nc2nccc(-c3ccc(Cl)cc3)n2)cc1	82	76	84	79	80	100	67	80	66
10	O=P(O)(O)OCC1OC(n2cnc3c(NCc4ccco4)ncnc32)C(O)C1O (stereo not given)	8.9*	38	18	35	32	16	7.7*	-42*	29
11	O=C1CCN(C(=O)Cc2ccccc2)c2ccccc21	95	120	98	93	109	118	108	105	99
12	Cc1ccc(S(=O)(=O)N/N=C/c2ccccc2Cl)cc1	85	103	108	135	97	95	96	104	101
13	CCCC1OC(c2ccc(C(C)C)cc2)OCC1CC (stereo not given)	88	96	99	104	106	96	94	91	103
14	CN(C)c1ccc(-n2nc3ccccc3n2)cc1	108	95	96	83	99	86	96	74	127
15	Nc1nc(Cl)c2c(ncn2Cc2ccc(CCl)cc2)n1	100	81	94	53	93	82	97	102	91
16	NC(=S)N/C=C\c1nc2ccccc2[nH]c1=O	100	94	95	105	103	114	100	104	103
17	NNC(=O)COc1ccc(-c2nc3ccc([N+](=O)[O-])cc3[nH]2)cc1	79	94	91	99	90	92	90	82	93
18	c1ccc(C[C@H]2CNCc3ccccc32)cc1	81	108	101	99	98	95	118	.	98
19	Cc1ccc(C)c2c1SC1=NNC(Nc3ccccc3)=C(C#N)C(=N)N12	98	97	96	.	113	102	94	.	112
20	Cc1c(N(C)C)c(=O)n(-c2ccccc2)n1C	96&106	107&104	106&96	107&112	108&104	100	89&99	102&101	94&108

Part of the list above, showing only U251 and SF-295.
| No. | SMILES | U251 | SF-295 |
| --- | --- | --- | --- |
| 12 | Cc1ccc(S(=O)(=O)N/N=C/c2ccccc2Cl)cc1 | 103 | 135 |
| 13 | CCCC1OC(c2ccc(C(C)C)cc2)OCC1CC (stereo not given) | 96 | 104 |
| 14 | CN(C)c1ccc(-n2nc3ccccc3n2)cc1 | 95 | 83 |
| 15 | Nc1nc(Cl)c2c(ncn2Cc2ccc(CCl)cc2)n1 | 81 | 53 |
| 16 | NC(=S)N/C=C\c1nc2ccccc2[nH]c1=O | 94 | 105 |

Carrying on.
no.	SMILES	SNB-75	U251	NCI-H23	SF-295	SNB-19	SF-539	A498	CAKI-1	SF-268
21	COc1ccc(-c2nc(-c3nc4ccc(OC)cc4[nH]3)cc3c2[nH]c2ccccc23)cc1	67	14	55	-13*	37	52	46	0.0*	49
22	CN(C)c1ccc(/C=N/NC(=O)c2cnc3n(c2=O)CCCCC3)cc1	91	97	90	94	95	105	.	98	101
23	COc1ccc(C2SC(C)C(=O)N2NC(=O)c2[nH]c3ccc(F)cc3c2-c2ccccc2)cc1 (stereo not given)	80	94	89	90	95	98	.	.	99
24	COc1ccc(NC(=O)COCCOCCNC[C@@H]2C(=O)O[C@H]3[C@H]2CC/C(COC(=O)OC/C2=C/CC[C@@]4(C)O[C@H]4[C@H]4OC(=O)[C@@H](CN(C)C)[C@@H]4CC2)=C\CC[C@@]2(C)O[C@@H]32)c(O)c1C(N)=O	84	81	82	105	94	46	96	.	92
25	O=c1c2ccccc2nc(-c2ccccc2)n1/N=C/c1ccc2ccccc2c1	66	31	68	47	57	27	95	48	50
26	O=c1[nH]cnn1-c1ccccc1	85	98	99	103	96	97	109	100	103
27	NS(=O)(=O)c1ccc(N/N=C(\CS(=O)(=O)c2ccccc2)c2cc3cc(Br)ccc3o2)cc1	85	90	102	99	96	97	.	87	103
28	COc1ccc(NC(=O)CSC(N)=O)cc1	110	98	100	109	91	99	115	106	109
29	COC1=CC2C(C)(O)c3ccccc3N3C(=O)COC23C=C1 (stereo not given)	90	105	106	109	95	102	102	.	95
30	CCN(CC)CCC(CN=C(N)N)c1ccccc1 (stereo not given)	90	107	94	90	102	99	92	101	91
31	CCOc1ccccc1N1C(=O)CC(Sc2ccccc2N)C1=O (stereo not given)	86	102	94	97	.	100	112	78	109
32	Cc1cccc(C)c1NC(=O)NS(=O)(=O)c1ccccc1	92	107	101	106	101	106	80	104	107
33	CCC1CCCC/C1=N\Nc1ccc([N+](=O)[O-])cc1[N+](=O)[O-] (stereo not given)	81	96	101	109	103	103	103	102	107
34	COC(=O)C1(C)CC1(c1ccccc1)c1ccccc1 (stereo not given)	87	94	95	99	104	101	82	92	101
35	C/C(=N\O)C1CC[C@]2(C)[C@@H]1CC[C@@H]1[C@@]3(C)CC/C(=N/O)C(C)(C)[C@@H]3CC[C@]12C (stereo not given in full)	76	88	97	114	100	98	.	94	93
36	COc1cc2ncnc(Oc3ccc(NC(=O)Nc4cnn(C(C)C)c4)c4ccccc34)c2cc1OC	94	103	92	107	108	91	97	.	96
37	O=C1C(=O)c2ccccc2C(O)=C1CCCc1ccc(C2CCCC2)cc1	40	29	37	27	41	23	24	68	48
38	CCCCCCCCCCCCCC/C=C\C(CC(=O)O)C(=O)O (stereo not given)	90	107	108	110	103	108	95	129	103
39	CC(=O)[C@@H]1CC[C@]2(C#N)CC[C@]3(C)[C@H](CC[C@@H]4[C@@](C)(CCC#N)[C@H](C(C)=O)CC[C@]43C)[C@@H]12	27[100 µM]	49[100 µM]	68[100 µM]	25[100 µM]	57[100 µM]	48[100 µM]	83[100 µM]	72[100 µM]	60[100 µM]
40	CCOC(=O)c1cc(-c2cccnc2)nc2ccccc12	61	82	81	91	93	84	72	60	90
41	COc1ccc(-c2ccc(-c3ccccc3N)c3[nH]c4ccccc4c23)cc1	108	72	82	97	89	102	.	85	72
42	COc1cc2ncnc(Nc3cc(=O)[nH]c(SC)n3)c2cc1OC	92	95	94	101	104	100	117	87	103
43	COc1ccc(Nc2ncnc3ccc(-c4cncc(NS(=O)(=O)c5cccc(F)c5)c4)cc23)cc1Cl	15	79	75	70	78	82	51	80	66
44	CC(C)c1ccc(C(=O)OCc2ccccc2)cc1	104	94	96	105	100	102	94	101	100
45	CCOc1ccc(N(CCN(C)C)C(=O)C(c2ccccc2)c2ccccc2)cc1	53	73	92	106	87	88	77	71	81
46	CC[N+](C)(CC)CC[N+]1(C)Cc2c(Cl)c(Cl)c(Cl)c(Cl)c2C1	101	97	85	93	96	90	111	89	93
47	CS(=O)(=O)c1ccc(-n2nc(C(=O)N3CCC(Cc4ccccc4)CC3)cc2-c2ccccc2)cc1	85	83	89	84	80	86	76	99	85
48	N#Cc1cn(Cc2ccco2)c(=O)[nH]c1=O	80	103	97	129	104	102	110	99	97
49	O=C1NC(=O)C2(N1)c1ccccc1-c1ccccc12	92	97	100	122	104	100	.	113	99
50	CC/C(=N\N=C(/CC)c1ccc(Cl)cc1)c1ccc(Cl)cc1	92	104	82	106	99	103	102	99	104
51	NS(=O)(=O)c1cnccc1-n1ccc(=O)c(S(N)(=O)=O)c1	74	97	91	59	88	98	85	.	101
52	N#Cc1c(NCc2ccc(Br)cc2)sc2c1CCCC2	91	96	94	94	96	101	101	96	99
53	CC(=O)c1ccccc1Nc1ccnc2cc(Cl)ccc12	111	99	92	111	103	95	85	90	99
54	CC(C)=C1C(=O)N(c2ccccc2)N(c2ccccc2)C1=O	.	98	101	95	99	99	81	86	105
55	CCCCCCCCCC(=O)Oc1ccc(/C(=C(/C)Cc2cccc(OC)c2)c2ccc(OCCN3CCCC3)cc2)cc1	.	87	90	100	97	91	77	87	91
56	O=C(c1ccccc1)C1C(=O)c2ccccc2C1=O	79	104	95	98	103	100	85	104	99
57	COc1ccccc1C(=O)c1ccccc1Cc1cccc2ccccc12	88	91	71	112	104	101	100	73	101
58	O=S(=O)(NCCNc1cc(-c2cn(-c3ccccc3)nc2-c2cccc(O)c2)ccn1)c1ccccc1	78	43	57	43	72	70	71	61	70
59	COc1cc(/C=N/NC(=S)NNC(=S)NCc2ccco2)cc(OC)c1OC	73	96	94	104	98	94	103	85	94
60	O=C(CCN1C(=O)/C(=C/c2ccc(O)cc2)SC1=S)Nc1cccc(O)c1	73	97	95	97	94	97	54	94	96

A draw from above in order of length of the SMILES, low to high.
no.	SMILES	SNB-75	U251	NCI-H23	SF-295	SNB-19	SF-539	A498	CAKI-1	SF-268
53	CC(=O)c1ccccc1Nc1ccnc2cc(Cl)ccc12	111	99	92	111	103	95	85	90	99
49	O=C1NC(=O)C2(N1)c1ccccc1-c1ccccc12	92	97	100	122	104	100	.	113	99
59	COc1cc(/C=N/NC(=S)NNC(=S)NCc2ccco2)cc(OC)c1OC	73	96	94	104	98	94	103	85	94
45	CCOc1ccc(N(CCN(C)C)C(=O)C(c2ccccc2)c2ccccc2)cc1	53	73	92	106	87	88	77	71	81
47	CS(=O)(=O)c1ccc(-n2nc(C(=O)N3CCC(Cc4ccccc4)CC3)cc2-c2ccccc2)cc1	85	83	89	84	80	86	76	99	85

Next entries.
no.	SMILES	SNB-75	U251	NCI-H23	SF-295	SNB-19	SF-539	A498	CAKI-1	SF-268
61	CCN1CCN(Cc2ccc(NC(=O)c3cc4ccc5cccnc5c4[nH]3)cc2)CC1	88	93	96	.	99	97	91	100	102
62	CC1(C)CN(c2cnc(C(=O)Nc3cc(F)cc4cccnc34)cn2)CCN1	73	89	89	98	93	84	74	62	75
63	O=C1OC(=O)C2C3OC(C(Br)C3Br)C12 (stereo not given)	94	101	94	96	111	93	99	91	102
64	O=C(COc1ccc(-c2nc3ccc([N+](=O)[O-])cc3[nH]2)cc1)N=Nc1c(O)[nH]c2ccc(Cl)cc12	84	84	89	102	91	85	92	86	96
65	CC(C)C1(C)NC(=O)NC1=O (stereo not given)	111	108	104	97	106	102	98	108	104
66	Cc1cc(C)c(C)c(C(=O)OC(C)C)c1C	96	99	102	101	100	101	83	96	105
67	CNC(=O)c1c(C)oc2cc(Oc3ncnc4cc(OC)c(OC)cc34)ccc12	58	59	94	96	98	42	20	82	71
68	C=C1C(=O)O[C@H]2[C@H]1CC/C(CNC(=O)/C=C/c1ccccc1)=C\CC[C@@]1(C)O[C@@H]21	87	46	55	62	53	-64*	.	-88*	48
69	CC1(C)CC[C@]23CC[C@]4(C)[C@H](CC[C@@H]5[C@@]6(C)C/C(=C/c7ccncc7)C(=O)C(C)(C)[C@@H]6CC[C@]54C)[C@H]2[C@H]1OC3	61	70	92	91	83	59	-3.6*	66	78
70	Cn1c2ccccc2c2nnc(N/N=C/c3cccs3)nc21	79	106	93	198	115	114	124	105	105
71	COc1cc(/C=C/c2cc(/C=C/c3ccc(O)c(OC)c3)n(C(=O)Nc3ccc(C)cc3)n2)ccc1O	9.5*	6.2*	-10*	0.5*	20	6.0*	-12*	8.6*	-12*
72	O=C(Cc1ccccc1)NC(CSSCC(NC(=O)Cc1ccccc1)C(=O)O)C(=O)O (stereo not given)	79&93	96&99	109&101	88&92	98&103	97&96	103	73&97	102&102
73	CCCCNS(=O)(=O)c1ccc(NC(=O)c2ccc3ccccc3c2O)c([N+](=O)[O-])c1	92	99	94	.	100	99	88	92	115
74	O=C1C=CC(=O)N1C1CCCCCCCCCCC1	79	92	90	91	97	98	113	43	100
75	O=C(Nc1ccc(OS(=O)(=O)c2ccccc2)cc1)C1CCCCCCC1	97	70	81	94	99	84	81	88	87
76	COc1cccc(C(=O)C(CCC#N)c2ccccc2)c1 (stereo not given)	89	103	107	101	103	109	90	95	.
77	O=C(Nc1ccc([N+](=O)[O-])cc1Cl)c1cc(Cl)ccc1O	-49*	1.1*!	-44*	-58*	21&13	4.7*	-22*	-4.6*	5.5*!
78	C=C1C(=O)O[C@H]2[C@H]1CC/C(COC(=O)/C=C\C(=O)NC)=C\CC[C@@]1(C)O[C@@H]21	75	106	98	96	98	96	106	96	99
79	CCCC(NC(=O)C(C)NC(=O)c1cccc(N2C(=O)/C(=C/c3ccccc3)SC2=S)c1)C(=O)O (stereo not given)	68	.	98	106	95	102	96	90	103
80	COc1cc(C(=O)c2cc(C(=O)/C=C/c3ccccc3)c3c(C)cccn23)cc(OC)c1OC	18	57	67	63	54	59	64	30	54
81	CC(C)CCSc1nc(-c2ccc(F)cc2)c(C#N)c(N2CCOCC2)n1	93	81	94	99	94	105	72	83	92
82	CCOC(=O)CC1CSC(N/N=C/c2ccc(OC)cc2)=N1 (stereo not given)	91	100	97	98	107	97	108	95	100
83	Cc1ccc(OCCn2c(C)nn(-c3ccc(Cl)cc3)c2=O)cc1	83	101	95	99	109	110	117	94	117
84	C=CCOC(=O)c1ccccc1C(=O)OCC1CO1 (stereo not given)	96	106	95	.	104	104	111	.	98
